IDE inh: inhibitors of human insulin-degrading enzyme in cells | HEK cells, FAbetaB cleavage, fluorescence polarization | 320,000 tested, 0.41% active | AID 434962 | inhibition, % at 5.59 µM;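 active = percent inhibition above the average of all tested compounds plus 3 SD, set per screening campaign, cut at about 16% in these data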;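 also: IDE supplied by intact live HEK cells; FP after avidin binding of uncleaved biotin substrate so inhibition keeps polarization high; 0% = DMSO wells and 100% = 60 µM reference IDE inhibitor Ii1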
Target sequence (P14735 whole entry, looked up): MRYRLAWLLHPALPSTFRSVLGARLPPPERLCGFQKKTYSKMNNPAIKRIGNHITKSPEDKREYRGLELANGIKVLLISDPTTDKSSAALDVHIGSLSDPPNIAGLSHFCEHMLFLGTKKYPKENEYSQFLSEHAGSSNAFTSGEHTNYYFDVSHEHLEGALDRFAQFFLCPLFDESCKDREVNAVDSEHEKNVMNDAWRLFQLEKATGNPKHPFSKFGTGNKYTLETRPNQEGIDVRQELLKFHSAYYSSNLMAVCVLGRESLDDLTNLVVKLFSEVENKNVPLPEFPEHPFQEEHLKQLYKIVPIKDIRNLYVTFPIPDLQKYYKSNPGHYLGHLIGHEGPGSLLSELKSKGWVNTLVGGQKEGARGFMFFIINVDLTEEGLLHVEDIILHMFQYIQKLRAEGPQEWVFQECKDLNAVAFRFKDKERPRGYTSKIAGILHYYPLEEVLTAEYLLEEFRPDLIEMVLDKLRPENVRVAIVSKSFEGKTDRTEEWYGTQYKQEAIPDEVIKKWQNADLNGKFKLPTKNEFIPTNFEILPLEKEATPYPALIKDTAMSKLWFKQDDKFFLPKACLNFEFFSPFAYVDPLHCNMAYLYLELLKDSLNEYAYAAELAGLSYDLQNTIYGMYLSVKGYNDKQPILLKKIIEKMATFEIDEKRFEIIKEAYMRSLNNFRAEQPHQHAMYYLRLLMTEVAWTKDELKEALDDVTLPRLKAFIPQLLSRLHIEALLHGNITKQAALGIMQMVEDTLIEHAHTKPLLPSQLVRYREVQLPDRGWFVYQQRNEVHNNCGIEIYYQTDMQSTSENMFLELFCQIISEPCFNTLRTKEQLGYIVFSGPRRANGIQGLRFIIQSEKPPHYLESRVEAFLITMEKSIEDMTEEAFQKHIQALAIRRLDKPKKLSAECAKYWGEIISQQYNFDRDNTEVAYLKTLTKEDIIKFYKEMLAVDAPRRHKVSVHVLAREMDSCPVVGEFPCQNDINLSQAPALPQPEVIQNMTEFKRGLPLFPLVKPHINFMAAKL
IDE act: activators of human insulin-degrading enzyme in cells; P14735; HEK cells, FAbeta-B cleavage, fluorescence polarization; 0% vehicle, 100% cell-free pure enzyme wells; activation, % at 5.96 µM; 340,000 tested, 0.073% active;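 active = activation above the mean of all tested compounds plus 3 SD, set per screening campaign, cut at about 17% in these data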
NALP1 yeast inh: inhibitors of NALP1 inflammasome in yeast; inhibition, % at 10 µM; AID 2071; 280,000 tested, 0.61% active; S. cerevisiae NALP1/ASC/caspase-1 growth, X-gal OD620, 72 h; in the data active = inhibition mostly above about 24%, no sharp cut-off; inactive = mostly below about 32%; also: some compounds called inactive have numbers as strong as hits
MEKK2wt PB1 HTS: raises or lowers MEK5 binding to wildtype human MEKK2 PB1 domain; Q9Y2U5; bead flow cytometry, Alexa488-MEK5 binding to MEKK2 WT; actives lie on both sides; binding response (% of control), % at 10 µM; 290,000 tested, 1.1% active; AID 1531; in the data active = binding response below about 67% or above about 130%
p-CIP stab down: p/CIP protein destabilization; F442A p/CIP-EGFP cells, EGFP fluorescence, 16 h; AID 1984; Q05BA5; 290,000 tested, 0.01% active; decrease of EGFP signal, % at 10 µM;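 active = EGFP signal decrease of at least 30% at 10 µM or well 3 SD below plate mean, unless failing retest; inactive = the rest, including hits failing retest or dose response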; also: some compounds called inactive have numbers as strong as hits; many of its hits are not listed in these tables
UBC9 SUMO inh: inhibitors of human SUMOylation (UBC9); AID 2006; HTRF SUMOylation assay, SAE1/SAE2 + UBC9, in vitro; P63279; 290,000 tested, 0.36% active; inhibition, % at 35 µM; in the data active = inhibition above about 50%, passing the limit was not always enough; also: strong numbers were not always called active
MEKK2mut PB1 HTS: signal of MEK5 binding to mutant human MEKK2 PB1 domain. bead flow cytometry, Alexa488-MEK5 binding to MEKK2 mutant. percent response, % at 10 µM. 290,000 tested, 0.35% active. AID 1530; in the data active = percent response above about 24%, passing the limit was not always enough; also: inactives centre near 1; some results filed as inactive read as strong as hits; reference of the scale not given here
M18AAP inhibitor: PfM18AAP enzyme inhibition. recombinant PfM18AAP, H-Glu-NHMec fluorogenic cleavage. AID 1822. inhibition, % at 7.35 µM. 290,000 tested, 1.2% active;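 active = inhibition above the campaign mean inhibition over all tested compounds plus 3 SD, cut at about 28% in these data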;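 also: 0% = plate median of test compound wells and 100% = 2 mM ZnCl2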
MEKK3 PB1 HTS: raises or lowers MEK5 binding to the human MEKK3 PB1 domain; binding response (% of control), % at 10 µM; AID 1529; 290,000 tested, 1.4% active; bead-based flow cytometry, Alexa488-MEK5 binding to MEKK3; actives lie on both sides; 0 = blocked by unlabeled MEK5, 100 = vehicle;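 active = binding response more than 3 SD above or below the average of its plate-row segment, actives on both sides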;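 also: Alexa488 bead fluorescence after subtracting the streptavidin-only scavenger bead signal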
* hit, by the source's call; · = not tested or not shown; [ ] = remark or other dose. Not all compounds are listed; the hit share may differ from the screen's.

SMILES	IDE inh	IDE act	NALP1 yeast inh	MEKK2wt PB1 HTS	p-CIP stab down	UBC9 SUMO inh	MEKK2mut PB1 HTS	M18AAP inhibitor	MEKK3 PB1 HTS
CC(=O)Nc1nnc(SCC(=O)NC(C)(C)C)s1	4	0	20	97	-4	20	-1	-1	97
Nc1nc(NCc2ccco2)nc(N2CCCCC2)c1[N+](=O)[O-]	4	1	28	100	-1	1	0	1	94
Cn1c(SCC#N)nnc1-c1ccc2c(c1)OCO2	6	2	10	90	-19	20	-4	-9	96
Cn1c(SCc2ccccc2F)nc2cccnc21	11	-5	15	110	-2	-7	8	-8	108
COc1ccc(-c2noc(CN(C)Cc3ccc(C)o3)n2)cc1	6	-2	-3	102	-16	0	3	-10	99
CC(=O)N/N=C/c1ccc(OCCOc2ccc(Br)cc2)cc1	7	-5	29	110	-9	1	4	8	109
Cc1ccc(CNS(=O)(=O)N(C)C)cc1	0	-1	14	105	-1	4	-1	-10	105
O=C(NCc1ccccc1F)C(=O)NCC1OCCCN1S(=O)(=O)c1cccs1 (stereo not given)	2	0	-9	103	-20	7	6	4	98
COc1ccc(/C=c2\s/c(=C/C(=O)c3ccc(C)cc3)[nH]c2=O)cc1OC	79*	-98	12	83	-8	17	0	3	86
CC(=O)c1cccc(NC(=O)N[C@@H](CC(C)C)C(=O)O)c1	-2	6	-10	101	-9	14	11	3	98
Cn1cc([N+](=O)[O-])c(C(=O)N/N=C/c2ccc([N+](=O)[O-])cc2)n1	1	0	29	103	-8	18	0	1	120
O=C(NCCCN1CCOCC1)c1ccccc1	0	4	9	104	0	11	5	2	101
C=CCn1c(=O)c2c(C)c(C)sc2n2c(Nc3ccccc3)nnc12	2	5	6	101	-4	23	5	-9	110
CCOC(=O)C(C(=O)Nc1cccc(C)n1)C1CCCCC1 (stereo not given)	-8	2	9	95	-9	9	-3	-6	101
CC(=O)c1c(N2CCN(C(=O)C3CCCO3)CC2)nc(=S)n(-c2ccccc2)c1C (stereo not given)	0	-4	-2	111	13	4	10	-5	114
OCCN1CCN(CC(O)C(F)(F)F)CC1 (stereo not given)	0	2	-5	96	4	8	-4	1	98
CCc1sc(C(=O)Nc2ccc3c(c2)OCCO3)cc1Br	1	-2	20	108	-8	-12	4	7	103
CC1CCCCC1NC(=O)CCC(=O)N1CCOc2ccc(Cl)cc21 (stereo not given)	2	2	21	101	-3	8	1	-9	101
O=Cc1cccc(Oc2ccc([N+](=O)[O-])cc2[N+](=O)[O-])c1	-1	-4	10	89	14	-5	-7	11	93
COc1ccc(N(C(=O)Cn2nnc3ccccc32)C(C(=O)NCc2ccco2)c2ccncc2)cc1 (stereo not given)	-7	2	-7	99	8	16	-2	4	100
COC(=O)[C@H](Cc1ccccc1)NC(=O)O[C@H]1C(=O)c2ccc(OC)cc2O[C@@H]1c1ccc2c(c1)OCO2	9	·	26	100	-1	6	3	1	105
Cc1ccc2cc(CN(Cc3ccco3)C(=O)c3ccco3)c3nnnn3c2c1	2	-1	8	113	-12	-5	9	1	106
COc1ccc(N(C(=O)c2cccnc2)S(=O)(=O)c2ccccc2)cc1	6	1	7	98	-10	2	-7	-2	95
Cc1ccc(CNC(=O)c2ccccc2NC(=O)CSc2nnnn2C)cc1	6	4	-12	105	-4	6	4	-7	105
O=C(NC1CCCC1)c1ccc(CS(=O)(=O)c2cccc(C(F)(F)F)c2)o1	2	0	-9	96	5	18	-7	9	97

A different layout for part of the listing above.
IDE inh	IDE act	NALP1 yeast inh	MEKK2wt PB1 HTS	p-CIP stab down	UBC9 SUMO inh	MEKK2mut PB1 HTS	M18AAP inhibitor	MEKK3 PB1 HTS	Compound
4	0	20	97	-4	20	-1	-1	97	CC(=O)Nc1nnc(SCC(=O)NC(C)(C)C)s1
4	1	28	100	-1	1	0	1	94	Nc1nc(NCc2ccco2)nc(N2CCCCC2)c1[N+](=O)[O-]
6	2	10	90	-19	20	-4	-9	96	Cn1c(SCC#N)nnc1-c1ccc2c(c1)OCO2
11	-5	15	110	-2	-7	8	-8	108	Cn1c(SCc2ccccc2F)nc2cccnc21
6	-2	-3	102	-16	0	3	-10	99	COc1ccc(-c2noc(CN(C)Cc3ccc(C)o3)n2)cc1
7	-5	29	110	-9	1	4	8	109	CC(=O)N/N=C/c1ccc(OCCOc2ccc(Br)cc2)cc1

(cont.)
SMILES	IDE inh	IDE act	NALP1 yeast inh	MEKK2wt PB1 HTS	p-CIP stab down	UBC9 SUMO inh	MEKK2mut PB1 HTS	M18AAP inhibitor	MEKK3 PB1 HTS
COc1ccc(NC(=S)N2CCNC(=O)C2CC(=O)Nc2ccc(C)cc2)cc1 (stereo not given)	-4	5	25	105	-5	2	12	-3	102
CCCCOC(=O)c1ccc(NC(=O)c2c(N)n(C)c(=O)[nH]c2=O)cc1	-4	·	·	104	·	·	2	·	108
COc1ccc(-c2cc(C(=O)Nc3ccc(S(N)(=O)=O)cc3)c3ccccc3n2)cc1OC	-5	0	-2	104	0	37	5	0	102
COc1cccc(-c2nn(C)c3sc(C(=O)NCc4ccccn4)cc23)c1	2	-4	5	104	8	30	2	-3	105
O=C(CSc1ccccc1)NNC(=O)c1ccccc1O	-2	1	10	98	-10	7	-1	28	99
CC1(C)CC(=O)/C(=C(/O)CCCN2C(=O)c3ccccc3C2=O)C(=NC(C)(C)C)C1	-1	0	13	85	0	6	-13	-1	88
O=C(N/N=C/c1ccc(C(=O)O)cc1)C(=O)N1CCCCCC1	-1	2	13	107	-18	0	5	-5	101
Cc1cccc(N2C(S)=C(C#N)C(=O)NC2c2cccs2)c1 (stereo not given)	3	0	20	99	5	-34	-2	13	104
Cn1cccc1/C=C1\SC(=S)N(Nc2ccccc2)C1=O	3	-7	10	76	-7	15	-16	11	84
Cc1ccc(Cc2cnc(NC(=O)/C(C#N)=C/c3ccc(-c4ccccc4[N+](=O)[O-])o3)s2)cc1	4	0	-1	·	-5	29	·	3	·
CCn1c(SCC(=O)OC)nc2sc3c(c2c1=O)CC(C)(C)OC3	6	-1	-4	104	3	6	3	2	101
COc1cc2c(cc1OC)C(C)N(C(=O)c1cc3c(s1)-c1ccccc1OC3)CC2 (stereo not given)	-1	3	33	90	2	3	-7	-7	93
Cc1ccccc1NC(=O)c1ccc2c(O)c(S(=O)(=O)c3ccccc3)c(=O)[nH]c2c1	0	-3	2	92	-6	28	-1	-2	92
COc1ccc(OCC(=O)Nc2ncc3c(n2)CC(C)(C)CC3=O)cc1	2	-5	4	97	-4	-16	-3	9	95
CN1CCN(C(=S)NC(=O)/C=C/c2ccccc2Cl)CC1	3	7	-7	80	-15	20	-11	-5	92
CC(C)CC(=O)NC1(C(F)(F)F)C(=O)Nc2c1c(=O)n(C)c(=O)n2C (stereo not given)	0	5	10	100	0	9	4	1	100
CC(C)[C@H](NC(=O)NCc1ccc(Cl)cc1)C(=O)O	4	0	·	103	4	-7	9	12	102
Cc1c(Cc2ccc3c(c2)OCO3)sc(NC(=O)c2ccccc2)c1C(N)=O	9	4	40	81	-15	6	-7	3	75*[inhibitor]
C#Cc1cccc(C(=O)NC2CCCN(C3Cc4ccccc4C3)C2)c1 (stereo not given)	-1	7	31	103	-2	-1	1	-6	102
Cc1ccccc1OCc1nc2ccccc2c(=O)n1/N=C/c1c[nH]c2ccccc12	1	-3	26	100	-4	-35	-1	4	97
C=CCOC(=O)C1=C[C@@H](c2ccc3c(c2)OCO3)C[C@@H](OCc2ccc(CO)cc2)O1	4	5	11	104	-15	22	3	5	99
CC1CCN(S(=O)(=O)c2cccc(C(=O)Nc3nncs3)c2)CC1	-1	2	10	97	8	16	-1	1	99
O=C(NNC(=O)c1cccc(Br)c1)Nc1ccc(Cl)cc1	5	-1	5	95	1	12	-7	3	99
Cc1nc(NC(=O)c2ccco2)sc1-c1csc(Nc2ccc(Cl)cc2)n1	9	0	3	127	-7	15	13	-8	108
O=C1CC(c2ccccc2)CC(O)=C1C=Nc1cccc(Cl)c1 (stereo not given)	0	0	34	95	4	7	-3	1	93
Next part
SMILES	IDE inh	IDE act	NALP1 yeast inh	MEKK2wt PB1 HTS	p-CIP stab down	UBC9 SUMO inh	MEKK2mut PB1 HTS	M18AAP inhibitor	MEKK3 PB1 HTS
O=C(CN1C(=O)NC2(CCc3ccccc32)C1=O)Nc1ccc(N2CCOCC2)cc1 (stereo not given)	6	7	-3	94	-6	7	-1	-2	97
COc1ccc(N2CCOCC2)c(NC(=O)c2ccc(Br)o2)c1	3	4	7	97	-3	-2	-4	1	100
CS(=O)(=O)N(CCc1ccccc1)CC(=O)N1CCN(c2ccc(F)cc2)CC1	1	3	11	96	-12	15	1	1	94
COc1cc(NC(=O)c2cc(C(C)C)on2)c(OC)cc1Cl	5	4	11	103	-21	-3	0	-3	100
O=C1c2cccc([N+](=O)[O-])c2C(=O)N1CCO	3	1	-7	90	-4	16	-11	-10	104
CCOc1ccccc1Nc1ncnc2ccccc12	8	7	10	105	-1	8	11	-14	101
O=S(=O)(c1cccc(-c2cn3cc(Cl)ccc3n2)c1)N1CCOCC1	-2	-4	-17	109	-20	8	7	3	105
O=C(O)c1cccc2c1C(=O)c1ccccc1C2=O	1	-4	14	97	17	11	-7	-4	95
COc1ccccc1NC(=O)C1CCCN(C(=O)Nc2ccc(F)cc2)C1 (stereo not given)	-5	3	-5	105	7	-5	5	1	102
CC1(C(=O)CSc2n[nH]c(-c3ccccc3Cl)n2)CCC(=O)O1 (stereo not given)	5	·	18	108	3	-17	8	3	103
COc1ccc(CN2CCNC(=O)C2CC(=O)N(C)CC2CCOCC2)c(F)c1 (stereo not given)	-1	3	4	97	-15	-7	-1	12	94
CN(C)CCNC(=O)c1ccccc1-c1cc2ccccc2c(=O)o1	·	3	10	106	6	-3	-1	-2	103
O=C(Nc1ccccc1)c1nc2ccccc2s1	3	-1	34	101	2	-4	2	1	105
CC(Sc1ccc([N+](=O)[O-])cn1)C(=O)Nc1nccs1 (stereo not given)	1	8	-6	157*	1	-9	17	6	103
COc1ccccc1NC(=S)N(CCCN1CCOCC1)Cc1ccccn1	2	5	12	99	4	-20	-1	-3	101
CC(=O)C1C(c2ccc(Cl)cc2)c2c(noc2C)CC1(C)O (stereo not given)	5	·	27	90	-19	16	-17	-1	85
Cc1ccc(-c2nnn(CC(=O)N(Cc3cccs3)C(C(=O)NC3CCCCC3)c3ccco3)n2)o1 (stereo not given)	0	3	4	97	-22	19	3	-18	94
COc1ccc(OCCC(=O)Nc2cc(C)on2)cc1	0	-3	26	98	-4	0	-2	8	98
COC(=O)c1cccc(C(=O)N2CCC(CO)(CCc3ccccc3)CC2)c1	0	4	-1	98	-14	10	6	-15	102
c1ccc(Sc2nc(N3CCCCC3)nc(N3CCCCC3)n2)nc1	4	1	·	98	-12	-14	-4	0	101
CCOc1ccccc1Nc1nnc(C)c(=O)[nH]1	-3	3	-21	113	4	14	4	-10	113
O=C(COc1ccccc1Cl)Nc1ccc2c(c1)OCCO2	0	-1	16	107	5	-7	4	1	109
Cc1cc(C)c2nc(N3CCC(C(=O)NCCCN4CCCCC4)CC3)sc2c1	1	3	-17	124	-13	-2	15	-10	102
CCOc1ccc(-n2c(=S)sc3c(=O)n(-c4ccccc4)c(SC)nc32)cc1	5	4	14	104	-7	6	2	-14	103
COc1ccc(-c2cc3nc(CCl)[nH]c(=O)c3s2)cc1	1	6	-3	97	-9	20	5	2	98
Cc1cc(N)n(-c2ccccc2C)n1	2	1	14	98	-11	18	0	-8	101
CCOc1ccc(-c2csc(NNC3=NCCCCC3)n2)cc1	2	-1	-18	105	-10	-3	-1	-1	98
FCCCOc1ccc(/C=N/OCc2c(Cl)cccc2Cl)cc1	2	1	24	107	-4	-16	15	-3	106
COc1cccc2sc(Nc3nnc(-c4ccc(F)cc4)o3)nc12	7	-8	2	99	4	-91	-6	3	99

Bioassay records: PubChem, several laboratories
